# Compound activity (PubChem BioAssay)
# Salmonella PhoP GFP: Inhibition of PhoP regulon, Salmonella typhi GFP reporter cells, confirmation, 4 h (AID 1850); hit rate 0.33% among 310,000; Salmonella Typhi PhoP-promoter GFP reporter, fluorescence, 4 h; higher % means a stronger effect; inhibition, % at 50 µM, or IC50 in µM where a hit was titrated; in the data active means a potency from the dose series; inconclusive means inhibition mostly from about 25% at the one dose, without a potency; inactive means the rest, 99 in 100 with inhibition below about 19%;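 further: 0% = induced wells with vehicle and 100% = uninduced wells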
# M. tuberculosis HTS: M. tuberculosis growth inhibition, HTS (AID 449762); M. tuberculosis H37Rv growth inhibition, 7H9 media; higher % means a stronger effect; one-dose inhibition, % at 25 µM; IC50 in µM for titrated hits; hit rate 0.59% among 330,000; in the data active means a potency from the dose series; inconclusive means inhibition above about 70% without an active follow-up result;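 further: bacterial growth assessed after seven days of incubation; strong numbers were not always called active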
# H1N1 NS1A inhibition: H1N1 influenza NS1A inhibitors, functional cell based assay (AID 504329) | hit rate 0.3% among 340,000 | inhibition, % at 12.5 µM; hits with a dose series show IC50 in µM | NS1A functional cell-based assay, percent inhibition; higher % means a stronger effect; in the data active means a potency from the dose series; inconclusive means inhibition above about 27% without an active follow-up result; further: strong numbers were not always called active
# M. tuberculosis: growth inhibition of non-replicating M. tuberculosis (AID 488890) | Mycobacterium tuberculosis non-replicating, growth inhibition; higher % means a stronger effect | one-dose inhibition, % at 25 µM; IC50 in µM for titrated hits | hit rate 0.39% among 320,000; in the data active means a potency from the dose series; inconclusive means inhibition mostly from about 82% at the one dose, without a potency; inactive means the rest, 99 in 100 with inhibition below about 76%;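 further: plate controls were DMSO cells for no effect and high antibiotic wells for full effect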
# VEEV TC-83 Vero: inhibitors of VEEV TC-83 cytopathic effect, confirmation, Vero cells (AID 588727). one-dose inhibition, % at 20 µM; IC50 in µM for titrated hits. Vero cells, VEEV TC-83 cytopathic effect inhibition; higher % means a stronger effect. hit rate 0.13% among 350,000; in the data active means a potency from the dose series; inconclusive means inhibition mostly from about 14% at the one dose, without a potency; inactive means the rest, 99 in 100 with inhibition below about 12%; further: strong numbers were not always called active
# VEEV TC-83 Vero 10K pilot screen: also measured in VEEV TC-83 Vero; calls as there; inhibition, %; measured here: 10K pilot screen inhibition
# * = called active by the depositor; i = inactive; ? = inconclusive; · = not tested or not shown.
SMILES,Salmonella PhoP GFP,M. tuberculosis HTS,H1N1 NS1A inhibition,M. tuberculosis,VEEV TC-83 Vero,others
CN(C(=O)CN1C(=O)NC2(CCc3ccccc32)C1=O)C1CCS(=O)(=O)C1 (stereo not drawn),-7%,-1%,-8%,-5%,0.5%,
CC(=O)Nc1ccccc1-c1nnc(SCc2ccccc2Cl)[nH]c1=O,11%,-11%,-5%,23%,1.1%,
O=C(Nc1cc(Cl)ccc1Cl)C1CC(=O)N(c2ccc(Br)cc2)C1 (stereo not drawn),-6%,-12%,-12%,0%,0.3%,
O=S(=O)(Nc1ccc(N2CCOCC2)cc1)c1cccs1,-14%,-8%,11%,-7%,0.3%,
COc1ccc(Oc2c(O)c3ccccc3n(C)c2=O)cc1,-9%,-2%,6%,10%,1.2%,VEEV TC-83 Vero 10K pilot screen=0.0
C=CCC1(/C=N/O)CCOC(C)(C)C1 (stereo not drawn),18%,-2%,-1%,-1%,?,
N#CC(c1ccc(Cl)cc1)c1ncc(C(F)(F)F)cc1Cl (stereo not drawn),-6%,9%,-4%,8%,i,
CCN1N=C(c2ccccc2)Cn2c1nc1ccccc12,12%,?,-32%,51%,8.1%,
CC(C)c1ccc(S(=O)(=O)N2CCN(C(C)C(=O)Nc3ccccc3-c3ccccc3)CC2)cc1 (stereo not drawn),-6%,9%,3%,-3%,2.6%,
NC(=O)c1ccsc1NC(=O)COC(=O)c1ccc(Cl)cc1,·,?,5%,?,3.3%,
CCCCOc1ncnc2c1[nH]c1ccc(OC)cc12,-18%,-9%,·,-11%,·,
COc1cc(C(C(=O)NC2CCCC2)N(C(=O)Cc2cccs2)C2CC2)cc(OC)c1OC (stereo not drawn),2%,-1%,7%,-1%,1.7%,
CCn1nc(C)cc1C(=O)N1CCCC(C(=O)c2cccc(OC)c2)C1 (stereo not drawn),-5%,-6%,2%,10%,1.1%,
CCNc1c([N+](=O)[O-])c(=O)n(CC)c2ccccc12,-2%,-21%,·,0%,i,
CC1(C)Cn2c(nc(=O)c3c2NCN(CCc2ccccc2)C3)S1,5%,-8%,-4%,-2%,i,
Cn1c(NC(=O)CC2CCCCC2)cc(=O)n(C)c1=O,-13%,-4%,5%,·,6.9%,
Brc1ccccc1CN1CCC(N2CCCCC2)CC1,6%,0%,0%,1%,0.6%,
Cc1ccc(-c2cc(C(=O)NCCCn3ccnc3)c3cc(Br)ccc3n2)o1,1%,4%,0%,78%,6.6%,
N#CC(c1ccccc1)c1cccc(Cl)n1 (stereo not drawn),-6%,-9%,·,2%,0.4%,
COc1ccc(-c2oc(=O)c3cc(OC)c(OC)cc3c2C(F)(F)F)cc1,·,5%,2%,10%,0.1%,
CC(C)N1CCN(Cc2cccn2-c2cccnc2)CC1CCO (stereo not drawn),-4%,-3%,8%,2%,i,
Cc1ccc2c(c1C)OC(=O)CC2c1ccccc1 (stereo not drawn),-3%,-1%,-10%,16%,i,
Cc1cnc(NC(=O)CSc2nnc(-c3cccs3)n2C)s1,7%,0%,0%,0%,2.3%,
COc1ccc(-c2cnnc(N/N=C/c3ccc(C)o3)n2)cc1,2%,2%,-1%,21%,0.8%,
Cc1ccc(C(=O)N2CCN(c3ccccc3)CC2)cc1C,-3%,0%,-2%,15%,0.3%,

# Arranged by molecular weight (largest number first): 14 of the compounds above.
SMILES,Salmonella PhoP GFP,M. tuberculosis HTS,H1N1 NS1A inhibition,M. tuberculosis,VEEV TC-83 Vero,others
CC(C)c1ccc(S(=O)(=O)N2CCN(C(C)C(=O)Nc3ccccc3-c3ccccc3)CC2)cc1 (stereo not drawn),-6%,9%,3%,-3%,2.6%,
COc1cc(C(C(=O)NC2CCCC2)N(C(=O)Cc2cccs2)C2CC2)cc(OC)c1OC (stereo not drawn),2%,-1%,7%,-1%,1.7%,
O=C(Nc1cc(Cl)ccc1Cl)C1CC(=O)N(c2ccc(Br)cc2)C1 (stereo not drawn),-6%,-12%,-12%,0%,0.3%,
CN(C(=O)CN1C(=O)NC2(CCc3ccccc32)C1=O)C1CCS(=O)(=O)C1 (stereo not drawn),-7%,-1%,-8%,-5%,0.5%,
CC(=O)Nc1ccccc1-c1nnc(SCc2ccccc2Cl)[nH]c1=O,11%,-11%,-5%,23%,1.1%,
CCn1nc(C)cc1C(=O)N1CCCC(C(=O)c2cccc(OC)c2)C1 (stereo not drawn),-5%,-6%,2%,10%,1.1%,
CC1(C)Cn2c(nc(=O)c3c2NCN(CCc2ccccc2)C3)S1,5%,-8%,-4%,-2%,i,
NC(=O)c1ccsc1NC(=O)COC(=O)c1ccc(Cl)cc1,·,?,5%,?,3.3%,
Brc1ccccc1CN1CCC(N2CCCCC2)CC1,6%,0%,0%,1%,0.6%,
CC(C)N1CCN(Cc2cccn2-c2cccnc2)CC1CCO (stereo not drawn),-4%,-3%,8%,2%,i,
O=S(=O)(Nc1ccc(N2CCOCC2)cc1)c1cccs1,-14%,-8%,11%,-7%,0.3%,
Cn1c(NC(=O)CC2CCCCC2)cc(=O)n(C)c1=O,-13%,-4%,5%,·,6.9%,
CCCCOc1ncnc2c1[nH]c1ccc(OC)cc12,-18%,-9%,·,-11%,·,
Cc1ccc2c(c1C)OC(=O)CC2c1ccccc1 (stereo not drawn),-3%,-1%,-10%,16%,i,

# The main list resumes, starting two compounds before the break.
SMILES,Salmonella PhoP GFP,M. tuberculosis HTS,H1N1 NS1A inhibition,M. tuberculosis,VEEV TC-83 Vero,others
COc1ccc(-c2cnnc(N/N=C/c3ccc(C)o3)n2)cc1,2%,2%,-1%,21%,0.8%,
Cc1ccc(C(=O)N2CCN(c3ccccc3)CC2)cc1C,-3%,0%,-2%,15%,0.3%,
O=C(CSc1ncccn1)Nc1cccc(S(=O)(=O)N2CCOCC2)c1,·,2%,3%,2%,2.7%,
CN(Cc1ccccc1)C(=O)c1ccc(NC2=NC3CS(=O)(=O)CC3S2)cc1 (stereo not drawn),0%,-4%,3%,4%,1.1%,
CCOC(=O)c1ccc(NC(=S)Nc2ccc(Br)cc2N)cc1,-2%,?,19%,?,1.6%,
Cc1cccc(C)c1NC(=O)CSC(=S)N1CCCC1,2%,0%,-3%,-2%,1.0%,
Cc1cc(C)c(C#N)c(=N)o1,-8%,1%,4%,46%,1.4%,
Cc1cccc(CN2CCCC(C(=O)N3CCc4ccccc4C3)C2)c1 (stereo not drawn),-12%,9%,6%,15%,i,
COC(=O)CCSCC(=O)Nc1ccc(C)c(S(=O)(=O)N2CCCCC2)c1,9%,-2%,-3%,25%,0.1%,
COc1ccc(Cl)cc1NC(=O)C1Cc2cc(S(=O)(=O)N3CCCC3)ccc2N1C(C)=O (stereo not drawn),-4%,3%,9%,17%,3.3%,
CCOc1ccc(CCNC(=O)CSc2n[nH]c(N)n2)cc1OCC,-9%,4%,18%,-5%,1.1%,
CCOC(=O)N1CCC(N2CCN(S(=O)(=O)c3ccc(C)cc3)CC2)CC1,-9%,1%,-27%,2%,0.8%,
O=C(c1ccc2[nH]c(=O)c(=O)[nH]c2c1)N1CCN(Cc2ccccc2)CC1,5%,2%,4%,5%,0.6%,
Cc1ccc(C)c(S(=O)(=O)N2CCN(C(C(=O)Nc3ccc(F)cc3)c3ccccc3)CC2)c1 (stereo not drawn),6%,3%,5%,6%,7.3%,
CN(C)c1ccc(N=Nc2nc3ccccc3n2C)cc1,7%,?,-12%,?,4.7%,
Cc1nc2cnccc2n1C,5%,-13%,3%,-5%,i,
O=c1[nH]c(SCc2cccc(Cl)c2)nc2c1CCCC2,0%,5%,-9%,38%,i,
Cc1ccc(C(=O)N2CCC(C(=O)c3ccc(F)cc3)CC2)cc1,·,·,-5%,·,0.2%,
Cc1sc(NC(=O)C2C3CCC(O3)C2C(=O)O)nc1-c1ccc(CC(C)C)cc1 (stereo not drawn),4%,6%,-6%,10%,3.3%,
CC(C)C(=O)Nc1cccc(-c2cn3ccccc3n2)c1,1%,-2%,0%,0%,0.3%,
CC(=O)c1ccc(CCCc2ccc(C(C)=O)cc2)cc1,·,·,-2%,·,3.6%,
Cc1cc(-c2ccc(C(C)C)c(S(=O)(=O)N3CC(=O)Nc4ccccc43)c2)on1,0%,13%,11%,33%,1.4%,
CC(Oc1ccc(Cl)cc1)c1ccc(C#N)c(=O)[nH]1 (stereo not drawn),2%,3%,-16%,47%,i,VEEV TC-83 Vero 10K pilot screen=0.5
CCOC(=O)N1CCN(C(=O)Cc2cccs2)CC1,4%,1%,2%,9%,i,
Cc1ccc(NC(=O)CSc2nc(=O)n(CCN3CCOCC3)c3c2CCCC3)cc1,7%,-3%,-4%,-6%,5.7%,
C=CCN1C(=O)NC(=O)C(CCc2ccncc2)(CCc2ccncc2)C1=O,0%,-6%,1%,-9%,i,
CS(=O)(=O)c1ccc(-n2c(=O)n(Cc3ccccc3)c(=O)c3[nH]cnc32)cc1,0%,-6%,-2%,-11%,1.6%,

# Carrying on.
SMILES,Salmonella PhoP GFP,M. tuberculosis HTS,H1N1 NS1A inhibition,M. tuberculosis,VEEV TC-83 Vero,others
COc1cc(/C=N\NC(=O)c2ccc(-c3ccccc3)cc2)cc(Br)c1O,4%,5%,5%,21%,0.3%,
CC(=O)c1ccc(S(=O)(=O)NCCC(=O)OCC(=O)N(Cc2ccccc2)C(C)(C)C)cc1,·,-5%,-4%,-9%,0.9%,
CC(=O)c1c(C)[nH]c(C(=O)COC(=O)c2nccnc2N)c1C,·,-1%,-9%,-15%,5.3%,
CCOc1ccc(-c2cccc(NS(=O)(=O)c3ccc([N+](=O)[O-])cc3)c2)nn1,13%,4%,0%,4%,7.8%,
CS(=O)(=O)N(CC(=O)NCc1cccnc1)C1CCCCC1,-3%,-1%,-7%,-3%,1.7%,
COc1ccc(NC(=O)c2ccco2)cc1NC(=O)c1c(OC)cccc1OC,-6%,1%,3%,-6%,0.7%,
Cc1cc([N+](=O)[O-])ccc1NC(=S)NC1CCCC1,-12%,-2%,-7%,?,0.9%,
CCc1c(C)nc2ncnn2c1N1CCCC(C(=O)NCc2ccco2)C1 (stereo not drawn),4%,-5%,25%,71%,2.4%,
CCn1cc(C(=O)NCC(OC)OC)c(=O)c2cc(S(=O)(=O)N(C)C3CCCCC3)ccc21,1%,-3%,-4%,5%,5.0%,
CCOC(=O)C1C(c2cc(OC)c(OC)c(OC)c2)NC(=S)NC1(O)C(F)(F)F (stereo not drawn),4%,-9%,1%,-23%,0.3%,
Cc1cc(C)cc(N(CCC(=O)Nc2nnc(C3CC3)s2)S(=O)(=O)c2ccc(Cl)cc2)c1,-2%,-36%,-2%,6%,i,
Cc1ccc(Cn2cc(CCC(=O)O)c3ccccc32)cc1,-5%,7%,-9%,26%,0.3%,
CCOc1c2ccc(C(=O)N[C@H](C)C3CCCCC3)cc2nn1CC,-7%,-1%,6%,10%,0.2%,
CC[C@]1(C(=O)OC)[C@H]2C(=O)N(Cc3ccccc3)C(=O)[C@H]2[C@H]2CN=C(SCC3CC3)N21,·,·,5%,·,i,
CCOc1ccccc1C1C(C#N)=C(N)Oc2cc(C)n(Cc3ccccn3)c(=O)c21 (stereo not drawn),9%,-1%,-12%,-8%,i,
CCN(CC)CCn1c2c(c(SCC(=O)Nc3ccc(F)c(F)c3)nc1=O)CCC2,1%,-3%,10%,3%,i,
CCc1ccc(C)c(OC(=O)c2cncc(Br)c2)c1,3%,7%,-8%,?,i,
NC(=O)CC1C(=O)N(c2ccc(Cl)cc2)C(=S)N1NC(=O)c1cccc(F)c1 (stereo not drawn),-6%,10%,-26%,-1%,1.3%,
